# HP1b binding inh = blocks HP1-beta chromodomain binding to methylated histone tails. P83916. AlphaScreen HP1-beta / biotin-H3K9me3 peptide binding. Potency, µM (top dose mostly 114 µM), without a hit: at the highest dose activity change, negative = inhibition, most hits filed as inhibitors. actives 0.56% (n = 390,000). AID 540317; note: potency is the fitted concentration of half-maximal effect; nearly all actives have a fitted effect of over 70% in size; inactives centre near 23
# Target sequence (P83916 whole entry, looked up): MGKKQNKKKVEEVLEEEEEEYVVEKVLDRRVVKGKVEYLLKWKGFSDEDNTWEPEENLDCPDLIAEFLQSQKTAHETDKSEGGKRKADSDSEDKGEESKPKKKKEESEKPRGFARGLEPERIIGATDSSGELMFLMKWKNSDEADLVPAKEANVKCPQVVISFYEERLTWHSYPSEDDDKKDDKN
#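 Compound inhibition of the preformed complex between 50 nM HP1-beta and 50 nM biotinylated H3K9me3 peptide was read by AlphaScreen. Buffer was PBS pH 7.4 with 0.01% Tween-20. Incubations ran 30 min at room temperature, with 10 ug/mL donor/acceptor beads.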
# PI4K2A block = blocks human PI4K2A kinase activity. Q9BTU6. AID 1346378. purified PI4K2A, ADP-Glo luminescence, 1 h; active compounds read low. actives 0.13% (n = 420,000). activity change, negative = inhibition, % at 76.9 µM; in the data active = activity change below about -50%; inconclusive = mostly about -30% to -49%;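 note: -100% = wells without enzyme as full effect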
#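 PI4K2A activity was measured by ADP-Glo luminescence: enzyme (4 ug/mL stock) and phosphatidylinositol (1.2 mM stock) in Tris pH 7.5/MgCl2/EGTA/Triton X-100 buffer were reacted with ATP (300 microM stock) for one hour at ambient temperature.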
# BAZ2B inh = BAZ2B (human) inhibition. Q9UIF8. AlphaScreen BAZ2B-H3K14Ac peptide displacement. Potency, µM (highest dose often 114 µM), for the others: top-dose activity change, negative = inhibition, actives largely listed as inhibitors. actives 4.4% (n = 360,000); note: potency is the fitted concentration of half-maximal effect; % is set by controls: 0 for no effect and ±100 for the full control effect; nearly all actives have a fitted effect of over 60% in size
#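 BAZ2B (50 nM) with biotin-H3(5-23)K14Ac peptide (50 nM) in PBS pH 7.4, 0.01% Tween-20, preformed 30 min, then compound 30 min at room temperature; top concentration 110uM. AlphaScreen streptavidin donor/nickel chelate acceptor beads (10 ug/mL final), 20 min dark, signal read.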
# ERG-DNA inh = inhibitors of human ERG Ets domain-DNA interaction; fluorescence polarization, His-ERG Ets domain / labelled DNA; Potency, µM (top dose mostly 76.9 µM), for inactives: top-dose FP activity, negative = inhibition, actives largely listed as inhibitors; actives 0.028% (n = 370,000); active = well fitted inhibition curve with a large enough effect in the polarisation, with a control signal flat; inconclusive = small, poorly fitted or top-dose-only effect, or effect the other way, or a change in a side signal; inactive = no such curve, though single readings can be large or run the other way; the % refers to the polarisation;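 note: polarization taken with two DNA probes labelled with fluorescein and Texas red; potency is the fitted concentration of half-maximal effect; % of control where 0% means no effect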
# Target sequence (P11308 whole entry, looked up, the tested form may be a part): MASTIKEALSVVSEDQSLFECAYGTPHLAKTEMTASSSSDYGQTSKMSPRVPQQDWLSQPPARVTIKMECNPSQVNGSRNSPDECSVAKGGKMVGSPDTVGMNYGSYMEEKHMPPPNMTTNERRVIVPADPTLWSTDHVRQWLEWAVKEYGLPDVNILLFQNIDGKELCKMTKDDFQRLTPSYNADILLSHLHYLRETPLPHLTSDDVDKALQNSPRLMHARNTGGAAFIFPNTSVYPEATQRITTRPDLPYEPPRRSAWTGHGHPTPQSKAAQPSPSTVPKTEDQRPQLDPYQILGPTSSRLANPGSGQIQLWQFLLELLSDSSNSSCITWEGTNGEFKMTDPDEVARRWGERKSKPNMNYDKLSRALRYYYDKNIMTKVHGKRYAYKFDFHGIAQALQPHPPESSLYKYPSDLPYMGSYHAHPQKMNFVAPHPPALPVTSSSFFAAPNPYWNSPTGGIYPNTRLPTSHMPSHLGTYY
#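 His-tagged ERG Ets domain (1 uM in the protein solution; 300mM KCl, 50mM Tris-HCl, 1mM EDTA, 1mM DTT, pH 7.5) received compound, then a probe mix of 5 nM fluorescein-DNA and 100nM Texas-615-DNA. Fluorescence polarization was read for both dyes.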
# ALOX12 inh = blocks human arachidonate 12S-lipoxygenase. P18054. purified 12hLO, xylenol orange hydroperoxide absorbance. Potency, µM (titrated, usually from 108 µM), inactives show at the highest dose activity change, negative = inhibition, usual class: inhibitors. actives 1.1% (n = 580,000). AID 1671190; note: potency is the fitted concentration of half-maximal effect; % is set by controls: 0 for no effect and ±100 for the full control effect
#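 Purified human 12hLO (150 nM final) in 25 mM Hepes, 0.01% Triton X-100, pH 7.0 was preincubated 15 min at room temperature with compound. Then 40 uM arachidonic acid was added, 30 min. Hydroperoxide was read by Fe-XO absorbance ratio 573/405 nm.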
# GLS inhibitor = blocks human kidney-isoform glutaminase activity. O94925. GLS enzymatic activity, qHTS titration. Potency, µM (titrated, usually from 45.5 µM), inactives show at the highest dose activity change, negative = inhibition, usual class: inhibitors. actives 0.21% (n = 410,000); note: potency is the fitted concentration of half-maximal effect; % is set by controls: 0 for no effect and ±100 for the full control effect
#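 hKGA; 45 mM KH2PO4 pH 8.2 + 0.02% Tween-20; cpd via pin tool; 1 mM Gln soln; GluOx/HRP/Amplex Red; RT 30 min; fluor. t0 & final.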
# JMJD2A Tudor = inhibitors of human JMJD2A Tudor domain; O75164; AlphaScreen JMJD2A-Tudor / H3K4me3 peptide binding; Potency, µM (doses to about 114 µM), for the others: top-dose activity change, negative = inhibition, usual class: inhibitors; actives 4.4% (n = 390,000); note: potency is the fitted concentration of half-maximal effect; % is set by controls: 0 for no effect and ±100 for the full control effect; nearly all actives have a fitted effect of over 50% in size
# G9a inh = inhibitors of human histone lysine methyltransferase G9a; actives 8.8% (n = 350,000); Q96KQ7; AID 504332; G9a H3K9 monomethylation, AlphaScreen, 2 h; Potency, µM (series often up to 102 µM), for the others: at the highest dose activity, negative = inhibition, usual class: inhibitors; note: potency is the fitted concentration of half-maximal effect; % is set by controls: 0 for no effect and ±100 for the full control effect; nearly all actives have a fitted effect of over 75% in size
# Target sequence (Q96KQ7 913-1193 limits assumed): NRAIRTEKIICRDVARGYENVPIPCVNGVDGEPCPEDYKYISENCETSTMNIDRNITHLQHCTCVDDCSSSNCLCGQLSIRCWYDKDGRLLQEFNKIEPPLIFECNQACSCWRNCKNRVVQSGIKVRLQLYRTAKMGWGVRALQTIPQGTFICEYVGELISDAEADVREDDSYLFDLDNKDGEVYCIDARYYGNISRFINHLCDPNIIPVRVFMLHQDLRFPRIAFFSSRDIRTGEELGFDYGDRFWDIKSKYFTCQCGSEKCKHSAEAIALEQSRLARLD
#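 Chemiluminescent proximity detection of H3K9 monomethylation, read after 10 min bead incubation in the dark. Reaction: 20 nM G9a, 500 nM biotin-H3K9 peptide, 20 uM SAM cofactor, 2 h, room temperature, following 15 min enzyme-compound preincubation.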
# RGS4 inh = inhibitors of human regulator of G protein signaling 4; Potency, µM (series often up to 114 µM), for the others: at the top dose activity change, negative = inhibition, usual class: inhibitors; actives 0.039% (n = 390,000); AID 504845; Transcreener GDP fluorescence polarization, RGS4-accelerated GTP hydrolysis; P49798; note: potency is the fitted concentration of half-maximal effect; % is set by controls: 0 for no effect and ±100 for the full control effect; nearly all actives have a fitted effect of over 75% in size; some results filed as inactive show a strong effect at the top dose
#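 MLSMR compounds (23 nl, pin-transferred) preincubated 10 min at room temperature with a 500nM (2x) first reagent, then RGS4 at 900nM (2x) plus Transcreener GDP mix added; fluorescence polarization (620/688 nm) read before and after 90 min at 30 °C.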
# * = called active by the depositor; ? = inconclusive; . = no result given; & = joins results of further samples; ! = a repeat was not active; [ ] = dose if it differs, or a comment. Unless noted, calls come from the whole dose curve; as a rule, active = well fitted curve in the direction sought with a large enough effect; inconclusive = small, poorly fitted or top-dose-only effect, or another doubt; inactive = no such curve, though single readings can be large; an effect the other way counts as inactive or inconclusive.
SMILES,HP1b binding inh,PI4K2A block,BAZ2B inh,ERG-DNA inh,ALOX12 inh,GLS inhibitor,JMJD2A Tudor,G9a inh,RGS4 inh
CCNc1ccc(C2(O)C(=O)c3ccccc3C2=O)cc1,20.6%,0.6,-34.9%,18.1%,-1.7%,0.0%,-7.0%,-10.4%[59 µM],-14.3%
CCOc1ccccc1NC(=O)CSc1nc(=O)[nH]c2c1CCCC2,-6.5%,1.6,-2.7%,-0.2%,-26.3%,-5.7%,-7.8%,9.0%[59 µM],8.7%
NC(=S)N/N=C/c1ccc(-c2ccc(Cl)c(Cl)c2)o1,3.3%,4.7,?,3.6%,?,2.3%,-28.5%,-35.3%[59 µM],-27.5%
O=C(/C=C\c1ccccc1)Oc1cccc2cccnc12,39.7%[activator],-10.1,39.8µM*,10.6%,1.0%,1.4%,2.9%,22.8%,20.2%
COc1cc(C(=O)O/N=C(\N)Cc2ccc([N+](=O)[O-])cc2)cc(OC)c1OC,1.3%,-7.0,-19.0%,1.2%,6.9%,25.4%,-24.7%,?,2.4%
COCCNC(=O)c1c[nH]n2c(=O)cc(C3CCN(C(=O)OC(C)(C)C)CC3)nc12,25.0%,-4.3,-20.7%,-1.9%,-2.5%,-0.6%,-7.8%,56.2µM*,2.3%
O=[N+]([O-])c1cccc(/C=C/c2nc3ccc([N+](=O)[O-])cc3[nH]2)c1,21.6%,2.2,-11.1%,7.3%,0.0%,-0.9%,-30.5%,?,?
CCc1cccc(NS(=O)(=O)c2ccc3c(c2)NC(=O)C(C)S3)c1 (stereo not drawn),38.4%,-0.1,-20.2%,1.3%,-17.6%,-0.1%,-15.5%,4.0%,9.8%
O=C(c1ccccc1)c1ncc[nH]1,7.0%,5.2,2.3%,2.7%,.,-4.9%,-15.2%,1.2%,-19.5%[56.9 µM]
Cc1cc(CN2C(=O)c3ccccc3C2=O)no1,17.7%,3.6,14.5%,4.4%,8.3%,3.8%,-10.6%,16.2%[59 µM],18.5%
Cc1ccc(C(=O)Nc2c(C)cc(C)c3cccnc23)cc1,85.0%[activator],-3.0,30.1%,3.8%,12.5%,1.5%,45.5%[activator],20.0%,4.8%
Cc1c(C(C)(C)C)s/c(=N/S(=O)(=O)c2ccccc2)n1C,13.8%,3.1,-17.3%,-6.9%,-1.2%,-2.6%,-11.4%,-16.4%,2.7%
Cc1ccccc1NC(=O)Nc1ccc2nc(N3CCN(C)CC3)cc(C)c2c1,1.2%,5.5,10.4%[57.1 µM],0.9%,?,3.1%,-15.5%,-8.3%[59 µM],0.4%
CC1(C)SC(=S)N(/N=C/c2ccccc2O)C1N(O)C(=O)Nc1ccccc1 (stereo not drawn),-11.8%,0.8,?,0.2%,-3.8%,1µM*,?,-42.3%,12.9%
CS(=O)(=O)c1ccc(Cl)c(NC(=O)c2cccc(Br)c2)c1,20.2%,-18.8,-3.9%,-3.9%,-0.6%,7.2%,-19.2%,16.9%[59 µM],-6.0%
CC(C)NC(=O)CN1C(=O)c2cccc3cccc1c23,29.9%,2.9,8.3%,-0.7%,-8.8%,-14.8%,-4.9%,-6.2%,2.8%
CCc1ccc(C(=O)NC(Cc2c[nH]c3ccccc23)C(=O)OCC(=O)c2ccc(Br)cc2)cc1 (stereo not drawn),8.1%,3.8,-10.1%,-1.2%,?,0.3%,-20.5%,-26.0%[59 µM],-3.6%
Cc1ccc(NC(=O)[C@H](Cc2c[nH]c3ccccc23)NC(=O)[C@@H]2Cc3ccccc3CN2)c(C)c1,22.7%,-0.5,?,0.2%,-20.9%,2.3%,-20.4%,-31.2%[12.7 µM],1.7%
CC(NC(=O)CSc1cccc(C(F)(F)F)c1)c1ccccc1 (stereo not drawn),48.2%[activator],-1.9,53.5%[activator],-4.0%,-11.8%,-6.1%,11.8%,20.9%[59 µM],-10.5%
COc1ccc([C@H]2CC(=O)C=C(c3cc(F)ccc3F)C2)cc1OC,11.6%,-4.6,-32.4%,5.9%,-17.5%,2.0%,-32.6%,-9.9%[2.33 µM],17.9%
COc1ccccc1C(=O)NCCC(=O)N(C)CC(=O)Nc1ccccc1Br,31.3%,2.7,8.8%,-5.4%,6.1%,-13.4%,0.7%,-21.4%,-16.7%
O=C(OC(C(=O)NCc1ccccc1)c1ccccc1)c1ccco1 (stereo not drawn),-0.5%,3.1,-3.6%,3.8%,-13.7%,10.7%,0.0%,27.1%,12.9%
Clc1ccc(-c2c[n+](Cc3ccc(Cl)cc3Cl)c3n2CCCCC3)cc1,39.9%[activator],-3.7,-34.2%,-1.2%,?,-0.6%,-17.1%,-11.0%[59 µM],-23.9%
O=C(CSc1nc2nccnc2c(=O)n1CCc1c[nH]c2ccccc12)Nc1ccccc1F,48.9%[activator],7.4,3.9%,0.3%,-22.2%,3.0%,-7.6%,-1.6%[59 µM],1.4%
CC(=O)c1cccc(NC(=O)c2ccc(S(=O)(=O)N3CCCC3)cc2)c1,-23.8%,8.1,0.2%,-1.0%,-0.5%,1.2%,-11.9%,10.9%,24.7%
COc1ccc(-c2nnc(SCC(=O)N3CCc4ccccc43)o2)cc1OC,34.1%,2.4,1.1%,2.7%,-4.0%,-6.7%,-7.5%,0.9%[59 µM],-1.8%
CCc1cccc(-n2nnc(-c3nc(-c4ccccc4Cl)no3)c2N)c1,-1.8%,-6.7,-17.0%,-0.9%,0.2%,2.0%,-20.1%,-16.0%[59 µM],16.1%
Cc1ccccc1C(=O)Nc1nnc(S(=O)(=O)N2CCCCCC2)s1,?,-2.3&1.1,22.4µM*!,5.7%&-5.4%,11.2%[57.4 µM],11.2%&0.3%,39.8µM*!,14.1µM*,8.0%&-4.0%
O=C(CCc1nc2sc3c(c2c(=O)[nH]1)CCCC3)NCCOc1ccccc1,10.6%,-4.7,-2.9%,-2.4%,?,5.1%,-20.0%,7.9%,-7.2%
N#C/C(=C\C1CC2C=CC1C2)c1nc2ccccc2[nH]1 (stereo not drawn),41.8%[activator],-6.6,1.4%,6.3%,?,2.2%,-22.2%,-12.9%,-0.4%
Cc1ccc(F)cc1S(=O)(=O)NCc1ccc(N2CCN(C)CC2)cc1,13.6%,-1.2,-1.6%,-1.5%,0.0%,-1.1%,-8.9%,8.0%,-9.5%
COc1ccc(NC(=O)C2CCN(C(=O)C3CC(=O)N(c4ccc(C)cc4)C3)CC2)cc1 (stereo not drawn),54.6%[activator],4.5,1.8%,?,-1.5%,3.6%,-6.4%,-9.1%,-16.1%
C[C@H](NC(=O)N1CCn2c1nc1ccccc12)C(=O)NCc1ccccc1,46.6%[activator],-3.3,-6.4%,-2.6%,30.7%[activator],1.2%,-16.0%,60.6%[activator],2.5%
CCc1ccc(NC(=O)C/C(C)=N/NC(=O)OCc2ccc(OC)cc2)cc1,27.5%,-0.7,-0.4%,-3.2%,-13.8%,10.3%,-11.7%,15.6%,-3.0%
O=C(CSc1ccc(Cl)cc1)N1CCCC1,14.7%,-2.6,0.2%,5.3%,-22.5%,26.1%,?,2.9%[59 µM],?
Cn1c(N)c(C(=O)COC(=O)CCc2ccccc2)c(=O)n(C)c1=O,30.5%,-1.4,-24.8%,-10.0%,1.1%,88.0%[activator],-3.8%,-2.5%,-9.6%
O=C(NCCc1ccccc1)c1cc(S(=O)(=O)N2CCOCC2)ccc1F,12.8%,-4.5,10.0%,2.3%,0.0%,6.5%,-3.8%,-40.0%[59 µM],14.0%
O=C(Cc1cccc(F)c1)N1CCOCC1,-0.1%,10.9,.,-2.1%,0.0%,-4.8%,-13.6%,.,-25.8%[56.9 µM]
COc1ccc(-n2nnc3c(=O)n(CC(=O)OCc4ccccc4)cnc32)cc1,33.0%,-8.0,-3.2%,-5.8%,9.2%,5.8%,-3.5%,8.1%,-10.0%
O=C(CNc1ccccc1)N/N=C/c1ccc([N+](=O)[O-])o1,-7.5%,-6.4,-5.1%,4.7%,-3.2%,29.4%,0.8%,19.8%[59 µM],8.5%
COc1ccc2nc(NC(=O)c3nc(S(=O)(=O)Cc4ccc(C)cc4)ncc3Cl)sc2c1,53.4%[activator],-26.1,-13.7%,6.0%,-16.8%,-2.0%,-15.7%,10.1%[59 µM],-22.8%
Cc1ccc(S(=O)(=O)Nc2nc3ccccc3nc2NCc2ccco2)cc1,39.2%[activator],-7.3,-8.0%,.,-1.5%,-9.3%,-20.2%,?,-8.0%
O=c1n(CC2CO2)c(=O)n(CC2CO2)c(=O)n1CC1CO1 (stereo not drawn),36.3%,-2.4,.,.,-1.8%,4.6%&6.5%,-2.8%,-5.8%[12.7 µM],-12.7%
Cc1[nH]c(=S)[nH]c(=O)c1CCOc1ccccc1,-5.3%,4.9,7.7%,-10.8%,?,?,-3.6%,?,1.8%
CC(O)CNCc1ccc(Cl)cc1Cl (stereo not drawn),41.7%[activator],1.6,-13.9%,19.0%,-9.9%,-0.3%,-7.6%,.,-15.3%
CSCCC(NC(=O)c1ccc(Cl)cc1Cl)C(=O)OC(C)C(=O)NCc1ccco1 (stereo not drawn),20.5%,-5.5,?,-1.9%,-11.9%,-7.0%,-26.9%,?,-31.9%
CC(NC(N)=O)C(=O)NCC(=O)OCc1ccccc1 (stereo not drawn),42.3%[activator],-0.6,-2.8%,-5.7%,-4.3%,1.0%,-2.7%,-1.4%,-12.1%

# Only part of the results is shown (hit frequency here may not be typical).
